Screens (PubChem BioAssay)
BRCA1 expr up – qHTS Assay to Identify Small Molecule Activators of BRCA1 Expression; hit rate 1.1% among 380,000; Potency, µM (series often up to 46.1 µM), for inactives: at the top dose activation, actives largely listed as activators; MCF7-BRCA1-FFLuc reporter, luminescence, 48 h; response scale: scaled: vehicle 0%, 10 µM genistein 100%; AID 624202, 2012; active means well fitted activation curve with a large enough effect; inconclusive means small, poorly fitted or top-dose-only effect; inactive means no such curve, though single readings can be large or run the other way; further: nearly all actives have a fitted effect of over 80% in size; some results filed as inactive show a strong effect at the top dose
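Activators of BRCA1 expression were detected as increased firefly luciferase luminescence in engineered MCF7 cells after 48 h compound incubation. Signals were scaled to genistein 10 microM as full activation.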
* hit, by the source's call; ? = inconclusive. Potency means the concentration at half of the fitted maximal effect. Only part of the results is shown; the hit share may differ from the screen's.

SMILES | BRCA1 expr up
COCOCCn1cc(CN2CCS(=O)(=O)N(Cc3ccc(-c4ccncc4)cc3)C(C)C2=O)nn1 (stereo not drawn) | 7%
Cn1c(=O)n(C)c2cc(CNC(=O)[C@H]3O[C@@H](n4cnc5c(N)ncnc54)[C@H](O)[C@@H]3O)ccc21 | 13%
CC1(C(=O)NS(=O)(=O)c2cccs2)CCN1C(=O)Cc1ccccc1 (stereo not drawn) | 3%
O=c1[nH]c2cccc(Cl)c2c2ccccc12 | 26%
COc1ccccc1Cc1c(-c2ccc(F)cc2)nc2c(C)cc(Br)cn12 | -40%
CN(C(=O)COc1ccccc1C(=O)Nc1ccccc1)c1ccccc1 | 0%
Cn1c(COc2ccc(Cl)cc2)nnc1SCC(=O)NC1CCCCC1 | 1%
COc1ccc(NC(=O)C[C@H]2C(=O)N(C3CCCCC3)C[C@@H]2CSC)cc1 | -5%
CCOc1ccc(NC(=O)c2ccc3c(c2)N(C)CCS3)cc1 | ?
O=C(CCl)N1c2ccccc2Sc2ccc3ccccc3c21 | -26%
COC(=O)CCCn1cc(CN2CC(N3CCN(C)CC3)CS2(=O)=O)nn1 (stereo not drawn) | 21%
Fc1ccc(Nc2cncc(-c3ccsc3)c2)cc1Cl | -20%
CN(Cc1ccc(Cl)cc1Cl)C(=O)C1CC(=O)N(Cc2ccco2)C1 (stereo not drawn) | 2%
O=c1cc(CN2CCCCCCC2)c2c(ccc3ccccc32)o1 | 4%
NC(c1ccccc1)c1csc(NC(=O)Nc2cccc(C(F)(F)F)c2)n1 (stereo not drawn) | -40%

An excerpt of these results, as tab-separated lines:
Compound	BRCA1 expr up
CC1(C(=O)NS(=O)(=O)c2cccs2)CCN1C(=O)Cc1ccccc1 (stereo not drawn)	3%
CN(Cc1ccc(Cl)cc1Cl)C(=O)C1CC(=O)N(Cc2ccco2)C1 (stereo not drawn)	2%
Cn1c(COc2ccc(Cl)cc2)nnc1SCC(=O)NC1CCCCC1	1%
Cn1c(=O)n(C)c2cc(CNC(=O)[C@H]3O[C@@H](n4cnc5c(N)ncnc54)[C@H](O)[C@@H]3O)ccc21	13%
O=C(CCl)N1c2ccccc2Sc2ccc3ccccc3c21	-26%
COc1ccc(NC(=O)C[C@H]2C(=O)N(C3CCCCC3)C[C@@H]2CSC)cc1	-5%
CN(C(=O)COc1ccccc1C(=O)Nc1ccccc1)c1ccccc1	0%

Following part
SMILES | BRCA1 expr up
CCN(CC)C(=O)C1=C(C)N(Cc2ccc(OC)cc2)C(=O)C(CC(=O)NC2CC2)C1 (stereo not drawn) | -1%
Cc1ccc(S(=O)(=O)NNC(=O)c2ccc(C(=O)N(c3ccccc3)c3ccccc3)cc2)cc1 | -22%
Cc1ccc(CC#N)c(-c2c(CC#N)ccc(C)c2C)c1C | -4%
Cn1cc(-c2csc(C(O)c3ccccc3)n2)cn1 (stereo not drawn) | 44%
O=C(NCCCN1CCCC1=O)C(=O)NCC1OCCN1S(=O)(=O)c1cc(F)ccc1F (stereo not drawn) | -5%
CCCc1cc(=O)n2[nH]c(C)c(-c3ccccc3OC)c2n1 | 2%
COCCNC(=O)C1(C)CCCN(C(=O)c2ccc3ccccc3c2)C1 (stereo not drawn) | 16%
C[C@H]1CN([C@@H](C)CO)C(=O)CCCn2cc(nn2)CO[C@@H]1CN(C)C(=O)Nc1ccnc(N2CCOCC2)c1 | -14%
Cc1cc(C(O)c2ncc(-c3ccc(Cl)cc3)[nH]2)ccc1F (stereo not drawn) | -21%
CCOC(=O)C1CCCN(C(=O)c2cccc(OC(F)(F)F)c2)CC1 (stereo not drawn) | 0%
COc1cccc(-c2oc3c(c2C#CC2(N)CCCCC2)C(O)CCC3)c1 (stereo not drawn) | -31%
Cc1cn([C@H]2C[C@H](O)[C@@H](CNCc3ccc(CN(C)S(C)(=O)=O)o3)O2)c(=O)[nH]c1=O | 7%
COc1ccc(S(=O)(=O)N2CCN(C(=O)c3ccc(COc4ccccc4)o3)CC2)cc1 | -31%
CC1(C(=O)N2CCCCC2)CCN1C(=O)C1(c2ccccc2)CC1 (stereo not drawn) | 20%
O=C(O)CSC1=NS(=O)(=O)c2ccccc21 | 12%
O=C(NCc1ccccc1)c1cc(C2CCCCN2C(=O)c2ccc3c(c2)CCO3)on1 (stereo not drawn) | -11%
O=C(NCc1ccc(C(F)(F)F)cc1)c1ccc(-c2ccc(F)c(F)c2)c2ccoc12 | 0%
O=C(Nc1ccc(F)cc1)c1cnccn1 | 30%
Cc1ccc(C(NC(=O)C2CCN(Cc3ccc(Cl)c(Cl)c3)CC2)c2ccccn2)cc1 (stereo not drawn) | -70%
C[C@@H]1CCCCO[C@H](CN(C)C(=O)Cc2ccccc2)[C@@H](C)CN([C@H](C)CO)C(=O)c2cc(N(C)C)ccc2O1 | -5%
COc1ccc(CN2CCC[C@]3(N[C@H](c4ccc(C)cc4)[C@@H]4C(=O)N(C)C(=O)[C@@H]43)C2=O)cc1 | 0%
COc1cc2ccnc(C=O)c2cc1OC | -19%
COC(=O)[C@]12CCCCC=C1N(Cc1ccco1)C(=O)[C@H](CC(=O)NCc1cccc(C(F)(F)F)c1)C2 | 0%
CCc1nc2ccc(C(=O)N3CCCC(C(N)=O)C3)cn2c1N(CCC(C)C)CCN(C)C (stereo not drawn) | -8%
COc1cc(NC(=O)CCl)ccc(=O)c1 | -70%
C[C@H]1CN([C@@H](C)CO)C(=O)CCCn2cc(nn2)CO[C@@H]1CN(C)C(=O)Nc1ccccc1F | 1%
COC(=O)[C@H]1C[C@@]2(O)CN(S(=O)(=O)c3ccc(C)cc3)C[C@@]2(OC(=O)Nc2cccs2)C[C@H]1C(=O)OC | 2%
ON=C1CCC2CCCCC2C1 (stereo not drawn) | 4%
O=C(C[C@H]1C(=O)N(c2ccc(Br)cc2)C[C@@H]1Cc1ccccc1)Nc1ccccc1 | -33%
COc1ccc(Cc2c(C(C)(C)C)nc3cc(C)c(Br)c(C)n23)c(C)c1 | -7%
Cc1cc(C)c(C(O)c2ncc(-c3ccccc3F)[nH]2)c(C)c1 (stereo not drawn) | 0%
CN(C)c1ccc(/C=C/c2nc3ccccc3s2)c(Cl)c1 | -66%
O=S(=O)(c1ccc(C(F)(F)F)cc1)N1CCN(c2nc(-c3ccccc3)nc3ccccc23)CC1 | 7%
Cc1cc(C)n2nc(-c3ccc(F)cc3)cc2n1 | 31%
O=C(CBr)c1ccc(Oc2ccc(C(=O)C[n+]3cccc(Br)c3)cc2)cc1 | -14%
Nc1nc(N)nc(-c2cccc([N+](=O)[O-])c2)n1 | 27%
COc1ccc(CSc2ccc(S(=O)(=O)N3CCCC3)cn2)cc1F | -8%
COc1cccc(CNc2nc3cc(-c4ccc(F)cc4)sc3c(=O)n2C)c1 | 5%
CC1=C(C(=O)N(C(C)C)C(C)C)CC(CC(=O)NCCCCc2ccccc2)C(=O)N1CCCN1CCCC1=O (stereo not drawn) | -12%
COc1ccc(NC(=O)c2cc(C3CCCCN3C(=O)OCc3ccccc3)on2)c(C)c1 (stereo not drawn) | -23%
CC1(C(=O)NS(=O)(=O)Cc2ccccc2C(F)(F)F)CCN1C(=O)c1ccccc1 (stereo not drawn) | 0%
CC(C)C[C@@H](COCc1ccc(Cl)cc1)N1CCN(C(=O)c2ccc(C(F)(F)F)cc2)CCC1=O | -41%
COc1ccccc1C(=O)N/C(=C\c1cn(C)c2ccccc12)C(=O)NCCN1CCOCC1 | -20%
CC(C(=O)OCC(=O)Nc1ccccc1OC(F)F)N1C(=O)C2CC=CCC2C1=O (stereo not drawn) | -3%
COC(=O)[C@]12CCCCC=C1N(Cc1ccccc1)C(=O)[C@H](CC(=O)N1CCCC1)C2 | -8%

Not a retest: 5 of the compounds above.
SMILES | BRCA1 expr up
CC1(C(=O)NS(=O)(=O)Cc2ccccc2C(F)(F)F)CCN1C(=O)c1ccccc1 (stereo not drawn) | 0%
CC(C)C[C@@H](COCc1ccc(Cl)cc1)N1CCN(C(=O)c2ccc(C(F)(F)F)cc2)CCC1=O | -41%
COc1ccccc1C(=O)N/C(=C\c1cn(C)c2ccccc12)C(=O)NCCN1CCOCC1 | -20%
CC(C(=O)OCC(=O)Nc1ccccc1OC(F)F)N1C(=O)C2CC=CCC2C1=O (stereo not drawn) | -3%
COC(=O)[C@]12CCCCC=C1N(Cc1ccccc1)C(=O)[C@H](CC(=O)N1CCCC1)C2 | -8%

Following part:
SMILES | BRCA1 expr up
Nc1ncnc2c1ncn2[C@@H]1O[C@H](CCC(=O)NCc2ccccc2)[C@@H](O)[C@H]1O | 5%
COCCn1cnc2c1c(=O)n(CC(=O)NC1CCCCC1)c(=O)n2Cc1ccccc1 | 0%
CCc1nnc(NC(=O)CSc2nnc(CNC(=O)c3ccccc3)o2)s1 | -19%
Cc1ccc(NC(=O)CC[C@H]2O[C@@H](n3cnc4c(NC(=O)c5ccccc5)ncnc43)[C@H](O)[C@@H]2O)cc1C | 7%
N#CCCC(C#N)(c1cccnc1)N1CCOCC1 (stereo not drawn) | -6%
CC1(C(=O)NCc2cccc3ccccc23)CCN1Cc1ccc(OC(F)(F)F)cc1 (stereo not drawn) | -4%
Cc1cccnc1C(NC(=O)C1CCN(Cc2ccc(Cl)cc2)CC1)c1ccc(F)cc1 (stereo not drawn) | -13%
C#CCN(C[C@H]1[C@H](OC(=O)NCc2ccccc2F)[C@H](OC(=O)NCc2ccccc2F)C[C@H]2C(=O)N(c3ccccc3)C(=O)[C@@H]12)S(=O)(=O)c1ccc(C)cc1 | -8%
COc1cc2oc(=O)cc(CN3CCCC3)c2cc1Cl | 13%
CCCNC(=O)C1(C)CCCN(C(=O)c2ccc(OC)cc2OC)C1 (stereo not drawn) | 0%
CCN(CC)C(=O)C1=C(C)N(CCC2=CCCCC2)C(=O)C(CC(=O)NC2CCCC2)C1 (stereo not drawn) | 1%
COc1cccc(-c2cnc3c(NC(C)=O)cc(-c4ccc(C(=O)NC5CC5)cc4)cn23)c1 | -48%
CC1C(=O)N(Cc2cn(CCC3OCCO3)nn2)CCS(=O)(=O)N1Cc1ccc(-c2ccc(Cl)c(Cl)c2)cc1 (stereo not drawn) | -69%
CCOC(=O)C1(C)CCN1C(=O)c1ccc(OC)c(F)c1 (stereo not drawn) | 10%
CCC1(CC)NC(=O)N(CC(=O)OC(C)C(=O)Nc2ccc(S(N)(=O)=O)cc2)C1=O (stereo not drawn) | -2%

Two of the compounds above, as comma-separated lines:
molecule,BRCA1 expr up
CCN(CC)C(=O)C1=C(C)N(CCC2=CCCCC2)C(=O)C(CC(=O)NC2CCCC2)C1 (stereo not drawn),1%
COc1cccc(-c2cnc3c(NC(C)=O)cc(-c4ccc(C(=O)NC5CC5)cc4)cn23)c1,-48%

(next part)
SMILES | BRCA1 expr up
COc1ccccc1C(=O)N1CCN(C(=O)[C@H]2O[C@@H](n3ccc(=O)[nH]c3=O)[C@H](O)[C@@H]2O)CC1 | 2%
Cc1ccccc1S(=O)(=O)N(C)C[C@@H]1OCc2cnnn2CCCC(=O)N([C@@H](C)CO)C[C@@H]1C | 1%
CCCCNC(=O)C1(C)CCC(=O)N1CCCn1ccnc1 (stereo not drawn) | 4%
CC(=O)NC(c1ccc(F)c(F)c1)c1nc(-c2ccccc2)cs1 (stereo not drawn) | 15%
CC(C)=CCC[C@H](C)CC1Cc2[nH]c(=S)[nH]c(=O)c2C(c2ccc(F)cc2)O1 (stereo partly drawn) | -25%
O=c1[nH]c(=S)c2n[nH]nc2[nH]1 | 14%
O=C(Nc1ccc(C(=O)O)cc1)/C(=C\c1ccc([N+](=O)[O-])cc1)NC(=O)c1ccco1 | 2%
CC1(C(=O)NCC2CC2)Cc2c(-c3cccc(C(N)=O)c3)ccnc2O1 (stereo not drawn) | -2%
C[C@@H]1CCCCO[C@H](CN(C)S(=O)(=O)c2ccc(F)cc2)[C@@H](C)CN([C@H](C)CO)C(=O)c2cc(NC(=O)Nc3ccc(C(F)(F)F)cc3)ccc2O1 | -32%
C[C@H]1CN([C@@H](C)CO)S(=O)(=O)c2ccc(-c3cncnc3)cc2O[C@H]1CN(C)C(=O)NC1CCCC1 | 7%
COc1ccc(N=C2SCC(=O)N2C)cc1 | 37%
COc1cccc(-c2cnc3c(NC=O)cc(-c4cc(C)c(O)c(C)c4)cn23)c1 | -65%
CC1(C(=O)NS(=O)(=O)c2ccc(Br)cc2)CCN1C(=O)CCC1CCCC1 (stereo not drawn) | 0%
COc1ccc(OC)c(NC(=O)C2(C)CCN2C(=O)CC2CC2)c1 (stereo not drawn) | 17%
O=C(Nc1ccc2c(c1)OCCO2)C1c2ccccc2OCC(=O)N1CCc1ccccc1 (stereo not drawn) | -13%
CC1(C(=O)Nc2ccc3c(c2)OCCO3)CCC(=O)N1C1CC1 (stereo not drawn) | 8%
COc1ccc([C@H]2CC(=O)C[C@@H](CCn3cc(-c4ccccn4)nn3)O2)cc1 | 1%
CC(=O)N1CCc2cc(S(=O)(=O)C(C)CC(=O)NCc3ccco3)ccc21 (stereo not drawn) | -5%
CCOC(=O)CCCCCC(=O)Nc1ccc2c(c1)C(=O)N([C@@H](C)CO)C[C@@H](C)[C@H](CN(C)C(=O)c1ccncc1)OCCCC[C@H](C)O2 | -10%
Cc1ccc([C@H]2N[C@]3(CCCN(Cc4ccc(Br)cc4)C3=O)[C@H]3C(=O)N(C)C(=O)[C@@H]23)cc1 | -18%
COc1ccc([C@H]2C[C@H](O)[C@@H](n3cc(COC(=O)c4ccccc4)nn3)CN2CC2CCCCC2)cc1 | -72%
CCc1nc2ccc(C(=O)NC3CCN(Cc4ccccc4)CC3)cn2c1N(C)Cc1ccc(N(C)C)cc1 | 13%
Cc1noc(C)c1S(=O)(=O)N(C)C[C@H]1OCc2cnnn2CCCC(=O)N([C@@H](C)CO)C[C@H]1C | 0%
Nc1[nH]c(C(=O)c2ccccc2)c(-c2cccc3ccccc23)c1C(=O)NCc1ccccc1 | -9%
CC1(C(=O)NCc2cccs2)Cc2c(-c3cccc(C(F)(F)F)c3)ccnc2O1 (stereo not drawn) | -8%
OC[C@@H]1CN(Cc2ccc(Cl)cc2)C[C@H](n2cnc3c(N4CCCC4)ncnc32)O1 | 11%
COc1cccc(CNC(=O)[C@@H]2CCCN2C(=O)[C@@H]2CCCN2S(=O)(=O)c2ccc(OC)c(C)c2)c1 | 1%
